RNase H inhibition: RNase H inhibition, HIV 1 Gag Pol polyprotein, FRET biochemical assay, screening (AID 372) | inhibition, % at 10 µM; hits with a dose series show IC50 in µM | HIV-1 RT RNase H, FRET RNA/DNA substrate fluorescence; higher % means a stronger effect | 100,000 compounds, 0.77% hits; in the data active = inhibition above about 50%
The depositor's hits bear a star. The list is partial, so the mix of outcomes need not match the whole.

`O=c1nc(/C=C/c2cccn2-c2ccc([N+](=O)[O-])cc2)cc(C(F)(F)F)[nH]1` gave RNase H inhibition 9%.
COc1cc(/C=C2\SC(N)=NC2=O)cc(Cl)c1OCCOc1cc(C)cc(C)c1 was read as RNase H inhibition 35%.
For O=C(N/N=C/c1sc2ccccc2c1Cl)c1ccncc1 the results were RNase H inhibition 16%.
Screening COc1ccc(Br)cc1/C=C/C(=O)NCc1ccccc1 returned RNase H inhibition 15%.
Screening C=CCOc1ccc(/C=C2\C(=O)NC(=O)N(c3ccc(Cl)cc3)C2=O)cc1OC returned RNase H inhibition 3%.
For COc1ccc(C2CC(C(F)(F)F)n3nc(C(=O)Nc4ccccc4SC)c(Cl)c3N2)cc1 (centres undefined) the results were RNase H inhibition 10%.
Screening O=C(CC1S/C(=N\N=C\c2cccc(O)c2)NC1=O)Nc1ccccc1C(F)(F)F (centres undefined) returned RNase H inhibition 0%.
For Nc1ccc(C(=O)Nc2ccccc2C(=O)O)cc1 the results were RNase H inhibition 2%.
Screening COc1ccc(NC(=O)c2cccc([N+](=O)[O-])c2C)c(OC)c1 returned RNase H inhibition 0%.
Screening Cc1ccc(S(=O)(=O)Nc2ccccc2N=Cc2ccc(N(C)C)cc2)cc1 returned RNase H inhibition 0%.
COc1cc(/C=C2/SC(=S)N(CC(=O)Nc3ccccc3Cl)C2=O)cc(OC)c1OC was read as RNase H inhibition 3%.
`O=C(O)CC1S/C(=N\N=C\c2ccc(N3CCOCC3)cc2)NC1=O` (centres undefined) gave RNase H inhibition 10%.
Screening COc1ccc(OC)c(NC(=O)c2ccc3c(c2)C(=O)N(c2cccc([N+](=O)[O-])c2)C3=O)c1 returned RNase H inhibition 3%.
Screening CCOC(=O)/C(C=NC1CC1)=C(\O)c1cc(F)c(F)cc1Cl returned RNase H inhibition 7%.
Screening Cc1cccc(C(=O)Nc2ccc(C)cc2[N+](=O)[O-])c1 returned RNase H inhibition 8%.
`CC(=O)C1=C(O)C(=O)N(Cc2ccccc2)C1c1ccccc1F` (centres undefined) gave RNase H inhibition 1%.
Screening COc1cc(/C=C2/C(=O)NC(=S)N(c3ccc(Cl)cc3)C2=O)cc(OC)c1O returned RNase H inhibition 6%.
`COc1ccc(C(=O)NC(=S)Nc2ccc(Cl)c(-c3nc4ncccc4o3)c2)cc1Cl` gave RNase H inhibition 41%.
`CC(=O)c1ccc(NC(=O)Cc2ccc(Br)cc2)cc1` gave RNase H inhibition 5%.
`CN1CCN(C2=C(Cl)C(=O)N(c3ccc(Cl)c(Cl)c3)C2=O)CC1` gave RNase H inhibition 6%.
For COc1cc(C=O)ccc1OCCCCOc1c(C)cc(C)cc1C the results were RNase H inhibition 26%.
O=C(c1cccc(F)c1)N1CCN(C(=O)c2cccs2)CC1 was read as RNase H inhibition 7%.
`O=[N+]([O-])c1cccc2c1=C1C(Cl)=CC=C1C=2` gave RNase H inhibition 9%.
For Cc1ccc(C(=O)NC(=S)NCc2cccnc2)cc1 the results were RNase H inhibition 3%.
Screening O=C1N=C(c2ccccc2)S/C1=C\c1c(F)cccc1Cl returned RNase H inhibition 18%.
FC(F)(F)c1ccc(/C=N/n2c(-c3ccc(Cl)cc3)n[nH]c2=S)cc1 was read as RNase H inhibition 18%.
`COc1ccc(C2=CC(c3ccccc3)C(C(=O)C(C)(C)C)C(C(C)(C)C)=C2)cc1` (centres undefined) gave RNase H inhibition 14%.
`O=C(CC(CC(=O)c1ccccc1)C(=O)O)c1ccccc1` gave RNase H inhibition 13%.
CCOc1ccccc1N(CC(N)=O)S(=O)(=O)c1ccccc1 was read as RNase H inhibition 15%.
Screening CC(C)(C)CC(C)(C)NS(=O)(=O)c1ccc([N+](=O)[O-])cc1 returned RNase H inhibition 6%.
`Cc1ccc2[nH]c(O)c(N=Nc3ccc([N+](=O)[O-])cc3)c2c1` gave RNase H inhibition 20%.
Screening O=C1NC(=O)N(c2ccccc2F)C(=O)/C1=C\c1cccc2ccccc12 returned RNase H inhibition 33%.
`CC(=O)Nc1ccccc1NC(=O)c1ccccc1Br` gave RNase H inhibition 2%.
Screening O=C(c1cc2n(n1)C(C(F)(F)F)CC(c1ccc(Cl)cc1)N2)N1CCN(c2ccccc2)CC1 (centres undefined) returned RNase H inhibition 8%.
COc1ccc(N(CC(=O)Nc2ccc(I)cc2)S(=O)(=O)c2ccc(C)cc2)c(OC)c1 was read as RNase H inhibition 0%.
O=C1Nc2ccccc2/C1=N\N1CCN(c2ccccc2)CC1 was read as RNase H inhibition 15%.
Screening Cc1ccccc1COc1ccc2oc(C)c(C(=O)O)c2c1 returned RNase H inhibition 0%.
`C/C(Cl)=C\CNCc1ccco1` gave RNase H inhibition 2%.
CCOC(=O)Cn1nc(C)c([N+](=O)[O-])c1C was read as RNase H inhibition 0%.
`Cc1ccc(S(=O)(=O)NC(=O)NCCC(c2ccccc2)c2ccccc2)cc1` gave RNase H inhibition 3%.
For Cc1c(Cl)c(C(F)(F)F)nn1CC(=O)N1CCN(c2ccc(F)cc2)CC1 the results were RNase H inhibition 0%.
Cc1ccc2nc(C)c(C(=O)/C=C\c3ccc(Br)cc3)c(-c3ccccc3)c2c1 was read as RNase H inhibition 17%.
COc1ccc(-c2csc(Nc3cc(C)ccn3)n2)cc1 was read as RNase H inhibition 22%.
`CC(=O)C1(C)CC(C#N)(C#N)C(C#N)=C1N` (centres undefined) gave RNase H inhibition 0%.
`CCc1ccc(NC(=O)c2ccc(-c3ccccc3)cc2)cc1` gave RNase H inhibition 12%.

Fetched by structure from the entries so far:
Screening O=C(c1cc2n(n1)C(C(F)(F)F)CC(c1ccc(Cl)cc1)N2)N1CCN(c2ccccc2)CC1 (centres undefined) returned RNase H inhibition 8%.
Screening Cc1ccccc1COc1ccc2oc(C)c(C(=O)O)c2c1 returned RNase H inhibition 0%.
COc1ccc(N(CC(=O)Nc2ccc(I)cc2)S(=O)(=O)c2ccc(C)cc2)c(OC)c1 was read as RNase H inhibition 0%.
`Cc1ccc(S(=O)(=O)NC(=O)NCCC(c2ccccc2)c2ccccc2)cc1` gave RNase H inhibition 3%.

Continuation.
For Cc1cc(=O)[nH]c(SCC(=O)Nc2ccccc2)n1 the results were RNase H inhibition 7%.
O=C1CSC(=O)N1CNc1ccccc1 was read as RNase H inhibition 0%.
`COc1cccc(Oc2nc(N)[nH]c(=O)c2Br)c1` gave RNase H inhibition 0%.
COc1ccc(/C=C2/C(=O)NN(c3ccc(F)c(Cl)c3)C2=O)cc1 was read as RNase H inhibition 1%.
O=C(O)c1cccc(COc2ccc(C=C3C(=O)c4ccccc4C3=O)cc2)c1 was read as RNase H inhibition 11%.
CCOC(=O)C1=C(CC)OC(N)=C(C#N)C1c1cc(Br)cs1 (centres undefined) was read as RNase H inhibition 41%.
O=C(NN1C(=O)C2CC=CCC2C1=O)c1ccncc1 (centres undefined) was read as RNase H inhibition 2%.
`COc1ccc(Br)cc1/C=N/OC(C)=O` gave RNase H inhibition 14%.
`N#C/C(=C\c1cccc(O)c1)C(=O)NCC1CCCO1` (centres undefined) gave RNase H inhibition 2%.
For O=C(/C=C/c1ccc(Cl)cc1Cl)NCc1ccncc1 the results were RNase H inhibition 5%.
For C=CCn1c(O)c(N=NC(=O)c2ccc3ccccc3n2)c2ccccc21 the results were RNase H inhibition 38%.
`O=C(COc1ccc(Br)cc1)N1CCN(S(=O)(=O)c2ccc(F)cc2)CC1` gave RNase H inhibition 19%.
Screening Cc1cc(C)c2oc(-c3cccc(NC(=O)c4cccc5ccccc45)c3)nc2c1 returned RNase H inhibition 7%.
`CCc1ccc(NCC(O)COc2ccc(OCC(O)CNc3ccc(CC)cc3)cc2)cc1` (centres undefined) gave RNase H inhibition 3%.
Clc1ccc(OCCCCCN2CCCC2)cc1 was read as RNase H inhibition 15%.
Cc1nc2ccccn2c1-c1csc(Nc2cccc(Cl)c2C)n1 was read as RNase H inhibition 21%.
Screening Cc1ccc2cc(C3=C/C(=C/c4cccnc4)C(=O)O3)ccc2c1 returned RNase H inhibition 8%.
`O=C(Nc1ccccc1C#Cc1ccccc1)c1ccccc1F` gave RNase H inhibition 0%.
Screening COc1ccc(CN2CCN(C3CCCC(C)C3)CC2)c(OC)c1OC (centres undefined) returned RNase H inhibition 7%.
`N#C/C(=C\C=C(/Cl)c1ccc(Br)cc1)c1nc(-c2cc3cc([N+](=O)[O-])ccc3oc2=O)cs1` gave RNase H inhibition 4%.
For N#CC1=C(N)SC(N)=C(C#N)C1c1cccc(Cl)c1 the results were RNase H inhibition 1%.
CCOC(=O)C1=C(C)N=c2s/c(=C\c3ccc(OCc4ccc(Cl)cc4Cl)cc3)c(=O)n2C1c1ccc(Cl)cc1 (centres undefined) was read as RNase H inhibition 12%.
`Cc1cc(=O)oc2c1c(C)nn2-c1ccc(S(N)(=O)=O)cc1` gave RNase H inhibition 9%.
Screening CC(=O)N(C)c1ccc(NC(=O)C(F)(F)F)cc1 returned RNase H inhibition 7%.
Screening Cc1nnc(SCC(=O)n2c3c(c4ccccc42)CCCC3)s1 returned RNase H inhibition 2%.
For CCN(CC)C(=S)SCCC(=O)NC(=O)Nc1ccc(I)cc1 the results were RNase H inhibition 16%.
For CCc1nn(-c2ccccc2)c2nc(-c3ccc([N+](=O)[O-])cc3)c3cc(OC)c(OC)cc3c12 the results were RNase H inhibition 2%.
For Cc1ccc(N(CC(=O)NCCSc2ccc(Cl)cc2)S(C)(=O)=O)cc1 the results were RNase H inhibition 28%.
O=C(Nc1nc(-c2ccc(Cl)c(Cl)c2)cs1)c1ccc(S(=O)(=O)N2CCOCC2)cc1 was read as RNase H inhibition 0%.
`COc1ccccc1N1CCN(C2CC(=O)N(c3cc(Cl)cc(Cl)c3)C2=O)CC1` (centres undefined) gave RNase H inhibition 6%.
Nc1nnnn1CC(=O)OCC(=O)c1ccccc1 was read as RNase H inhibition 0%.
Screening CN(C)C1=C(Cl)C(=O)N(c2cccc(Cl)c2)C1=O returned RNase H inhibition 0%.
`COC(=O)Cn1cc(/C=C2/SC(=S)NC2=O)c2ccccc21` gave RNase H inhibition 19%.
For O=C(CCc1ccccc1)Nc1c[nH]c(=O)[nH]c1=O the results were RNase H inhibition 0%.
`CCOC(=O)C1=C(C)N=c2s/c(=C\c3ccc(C(C)C)cc3)c(=O)n2C1c1ccc(SC)cc1` (centres undefined) gave RNase H inhibition 13%.
For Cc1ccc(C(=O)Nc2ccc(Nc3ccccc3)cc2)cc1[N+](=O)[O-] the results were RNase H inhibition 15%.
For CC(C)Oc1ccccc1C1Nc2ccccc2NC2=C1C(=O)CC(c1ccc(Cl)cc1)C2 (centres undefined) the results were RNase H inhibition 24%.
COc1ccc(/C=C2\C(=O)NC(=O)N(c3ccc(Br)cc3)C2=O)c2ccccc12 was read as RNase H inhibition 29%.
O=C(Nc1cc(Cl)ccc1O)c1ccc(Br)cc1 was read as RNase H inhibition 0%.
Screening O=C(N/N=C/c1ccc([N+](=O)[O-])cc1)C(=O)Nc1ccccc1 returned RNase H inhibition 5%.
For COc1cc(C=NN2CCN(Cc3ccc(C)cc3C)CC2)cc(OC)c1OC the results were RNase H inhibition 11%.
C=CCc1ccccc1OCCOc1ccc(/C=C2/SC(=S)N(C)C2=O)cc1 was read as RNase H inhibition 4%.
`O=C(Nc1cc(Cl)cc(Cl)c1)c1cccc([N+](=O)[O-])c1` gave RNase H inhibition 5%.
`COc1cccc(C(=O)Nc2cccc(Cl)c2C)c1` gave RNase H inhibition 0%.
`C=CCc1cc(/C=C2\C(=O)NC(=O)N(c3ccc(C)c(C)c3)C2=O)cc(OCC)c1O` gave RNase H inhibition 27%.

Structural class, the compounds so far with two or more sulfur atoms.
COc1cc(/C=C2/SC(=S)N(CC(=O)Nc3ccccc3Cl)C2=O)cc(OC)c1OC was read as RNase H inhibition 3%.
Screening Cc1nnc(SCC(=O)n2c3c(c4ccccc42)CCCC3)s1 returned RNase H inhibition 2%.
For CCN(CC)C(=S)SCCC(=O)NC(=O)Nc1ccc(I)cc1 the results were RNase H inhibition 16%.
For Cc1ccc(N(CC(=O)NCCSc2ccc(Cl)cc2)S(C)(=O)=O)cc1 the results were RNase H inhibition 28%.
O=C(Nc1nc(-c2ccc(Cl)c(Cl)c2)cs1)c1ccc(S(=O)(=O)N2CCOCC2)cc1 was read as RNase H inhibition 0%.
`COC(=O)Cn1cc(/C=C2/SC(=S)NC2=O)c2ccccc21` gave RNase H inhibition 19%.
`CCOC(=O)C1=C(C)N=c2s/c(=C\c3ccc(C(C)C)cc3)c(=O)n2C1c1ccc(SC)cc1` (centres undefined) gave RNase H inhibition 13%.
C=CCc1ccccc1OCCOc1ccc(/C=C2/SC(=S)N(C)C2=O)cc1 was read as RNase H inhibition 4%.

Filtered by structure: the entries above containing a cyano group
`CC(=O)C1(C)CC(C#N)(C#N)C(C#N)=C1N` (centres undefined) gave RNase H inhibition 0%.
CCOC(=O)C1=C(CC)OC(N)=C(C#N)C1c1cc(Br)cs1 (centres undefined) was read as RNase H inhibition 41%.
`N#C/C(=C\c1cccc(O)c1)C(=O)NCC1CCCO1` (centres undefined) gave RNase H inhibition 2%.
`N#C/C(=C\C=C(/Cl)c1ccc(Br)cc1)c1nc(-c2cc3cc([N+](=O)[O-])ccc3oc2=O)cs1` gave RNase H inhibition 4%.
For N#CC1=C(N)SC(N)=C(C#N)C1c1cccc(Cl)c1 the results were RNase H inhibition 1%.

Other results
`Cc1ccc2oc(-c3cccc(NC(=O)c4ccc(Br)o4)c3)nc2c1` gave RNase H inhibition 7%.
Screening O=C(Nc1cccc(Cl)c1)c1cccc(C(=O)Nc2cccc(Cl)c2)c1 returned RNase H inhibition 1%.
Screening COc1ccc(CC(=O)Nc2nc(-c3ccc4ccccc4c3)cs2)cc1 returned RNase H inhibition 36%.
Screening CCCc1c(C)[nH]c2ccc(C(=O)O)cc2c1=S returned RNase H inhibition 13%.
Screening N#Cc1cccc2c1-c1ccccc1/C2=N\O returned RNase H inhibition 37%.
For C=CS(=O)(=O)c1ccc(NC(=S)NC(NC(=O)c2ccc(C)cc2)C(Cl)(Cl)Cl)c(OC)c1 (centres undefined) the results were RNase H inhibition 18%.
Cc1[nH]n(-c2ccccc2)c(=O)c1N=Nc1ccc(O)cc1 was read as RNase H inhibition 13%.
`CCOc1cc(C(=O)Nc2ccc(Br)cn2)cc(OCC)c1OCC` gave RNase H inhibition 9%.
For O=C(Nc1ccc2oc(-c3cccc(Br)c3)nc2c1)c1cc2ccccc2o1 the results were RNase H inhibition 0%.
Screening COc1ccc(CNC(=O)C2CCN(Cc3sccc3C)CC2)cc1 returned RNase H inhibition 14%.

Screens deposited in PubChem by MTDP.
